HIV peptide binding: inhibitors of HIV fusion peptide binding, primary screen, biochemical, uHTS, fluorescence dequenching (AID 1986). hit rate 0.3% among 290,000. one-dose inhibition, % at 20 µM; IC50 in µM for titrated hits. cell-free peptide binding, fluorescence dequenching, 30 min; higher % means a stronger effect; in the data active = inhibition mostly above about 52%, no sharp cut-off; inactive = mostly below about 76%; also: some results filed as inactive read as strong as hits
Siah-1 displacement: Siah-1 peptide-binding antagonists, primary screen, biochemical, fluorescence polarization, rhodamine-plectin, uHTS (AID 1817). Siah-1 / rhodamine-plectin peptide fluorescence polarization; higher % means a stronger effect. displacement, % at 20 µM, or IC50 in µM where a hit was titrated. hit rate 0.02% among 290,000;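 active = displacement of at least 50% at 20 µM, with a fluorescence ratio check between 0.3 and a set limit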;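 also: plate controls were Siah plus tracer with DMSO for no effect and tracer alone without Siah for full effect; strong numbers were not always called active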
GPR35 arrestin U2OS: inhibition of zaprinast-stimulated GPR35 beta-arrestin translocation – imaging, U2OS, beta-arrestin-GFP, zaprinast agonist, primary screen (AID 2058) | U2OS GPR35 beta-arrestin-GFP translocation imaging, zaprinast antagonism; higher % means a stronger effect | one-dose inhibition, % at 10 µM; IC50 in µM for titrated hits | hit rate 0.052% among 290,000;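 active = inhibition of at least 50% with at least 30 cells and total cytoplasm GFP at most 10,000,000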
LYP phosphatase: inhibitors of LYP phosphatase, biochemical, fluorescence intensity, uHTS (AID 1779). recombinant LYP phosphatase, fluorescence intensity; higher % means a stronger effect. one-dose inhibition, % at 11.5 µM; IC50 in µM for titrated hits. hit rate 0.054% among 290,000; in the data active = inhibition above about 50%;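 also: plate controls were vehicle with enzyme for no effect and no enzyme for full effect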
Salmonella PhoP GFP: inhibitors of PhoP regulon expression, primary screen, Salmonella Typhimurium, GFP reporter (AID 1863); S. Typhimurium PhoP-regulated promoter GFP reporter, 4 h; higher % means a stronger effect; inhibition, % at 50 µM; hits with a dose series show IC50 in µM; hit rate 0.16% among 300,000;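 active = inhibition over 29.93%, a cutoff 3 SD above the screen mean, later confirmed by dose response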;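 also: 0% = low Mg2+ inducing control and 100% = high Mg2+ repressing control; strong numbers were not always called active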
GPR55 LPI antagonism: GPR55 antagonists blocking LPI-driven arrestin recruitment, primary screen, imaging, U2OS, beta-arrestin-GFP, LPI agonist (AID 2013). inhibition, % at 10 µM; hits with a dose series show IC50 in µM. U2OS GPR55 beta-arrestin-GFP translocation imaging, LPI antagonism; higher % means a stronger effect. hit rate 0.13% among 290,000;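 active = spots per cell inhibited over 60%, with over 100 cells counted and total cytoplasm intensity under 500,000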;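 also: U2OS cells stably carrying GPR55 and arrestin-GFP stimulated by 5 µM LPI near EC80; imaged beta-arrestin-GFP aggregate spots per cell after agonist stimulation; plate controls were LPI-stimulated DMSO wells for no effect and DMSO wells without LPI for full effect; some results filed as inactive read as strong as hits; confirmed hits need IC50 under 10 µM and bright autofluorescent wells are also inconclusive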
MgcRacGAP inhibition: MgcRacGAP GTPase-activating activity inhibitors, confirmation, biochemical, ADP Hunter fluorescence. MgcRacGAP-stimulated Rac1 GTP hydrolysis, ADP Hunter fluorescence; higher % means a stronger effect; GST-tagged Rac1 F28L mutant substrate. AID 624330. one-dose inhibition, % at 30 µM; IC50 in µM for titrated hits. hit rate 0.6% among 340,000;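 active = first-screen hits whose inhibition reached a set limit at any dose in the follow-up dose series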;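 also: fluorescence reports GDP produced by GAP-driven GTP hydrolysis; strong numbers were not always called active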
Myeloid diff MLP: compounds promoting myeloid differentiation | ER-HoxA9 myeloid progenitors, lysozyme-GFP differentiation, flow cytometry | calls only at 10 µM | hit rate 1% among 360,000;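 active = normalized GFP-positive differentiation at or above the plate's own cutoff, the solvent-only control mean plus 3 SD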;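 also: cells exposed to compound for four days before flow analysis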
NTR1 agonist: NTR1-driven beta-arrestin-GFP spot formation – imaging, U2OS cells, high content, primary screen (AID 493036); P30989; agonist mode; activation, % at 20 µM; hit rate 0.17% among 330,000;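 active = activation at or above 40% of the spot to cytoplasm intensity ratio, with at least 20 cells analyzed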;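 also: 0% = DMSO without peptide and 100% = 100 nM NTR1 peptide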
Target sequence (P30989 whole entry, looked up): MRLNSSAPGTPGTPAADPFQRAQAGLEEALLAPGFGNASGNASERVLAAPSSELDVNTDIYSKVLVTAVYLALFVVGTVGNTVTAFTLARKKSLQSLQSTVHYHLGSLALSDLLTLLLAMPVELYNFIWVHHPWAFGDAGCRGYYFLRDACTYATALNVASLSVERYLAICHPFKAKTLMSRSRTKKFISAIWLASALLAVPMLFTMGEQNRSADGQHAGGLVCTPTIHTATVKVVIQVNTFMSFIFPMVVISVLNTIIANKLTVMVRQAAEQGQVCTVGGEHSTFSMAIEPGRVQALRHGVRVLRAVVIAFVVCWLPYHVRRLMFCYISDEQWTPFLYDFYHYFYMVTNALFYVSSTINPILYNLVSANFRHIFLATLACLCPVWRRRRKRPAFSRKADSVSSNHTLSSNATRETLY
NTR1 agonist cell count 20 µM: further read-out of NTR1 agonist, marked with its call; cell count; measured here: cell count, cytotoxicity flag
Myeloid diff MLP GFP+ MAC1+ %: second read-out of Myeloid diff MLP, no call of its own (marks repeat the call); GFP+ MAC1+ double positive, %; measured here: differentiation confirmed by MAC1 staining
An asterisk follows results filed as active; i = inactive; x = not tested or not shown; + = active, no number.

SMILES	HIV peptide binding	Siah-1 displacement	GPR35 arrestin U2OS	LYP phosphatase	Salmonella PhoP GFP	GPR55 LPI antagonism	MgcRacGAP inhibition	Myeloid diff MLP	Myeloid diff MLP GFP+ MAC1+ %	NTR1 agonist	NTR1 agonist cell count 20 µM
COc1ccc([N+](=O)[O-])cc1NC(=O)C(C)OC(=O)C1CC(=O)N(Cc2ccco2)C1 (configuration not stated)	x	x	x	x	-5.1%	x	4.6%	i	0.7	-1.7	60
CCCOc1ccc(C(=O)O)cc1	-1.2%	11.7%	6.8%	-6.5%	-6.1%	3.5%	4.4%	i	0.3	5.9	52
O=C(Cc1ccccc1)NC1CCN(C(=O)NCc2ccccc2)CC1	3.4%	-0.9%	13.9%	-9.2%	7.6%	-3.5%	4.5%	i	0.1	-0.5	58
Cc1nc(-c2ccccc2)nc2[nH]c(C(C)C)cc(=O)c12	-2.3%	1.8%	3.1%	-4.3%	-10.6%	4.3%	2.2%	i	7.1	0.8	51
COc1ccc(C(=O)C(OC(=O)c2ccc(C)c(NC(C)=O)c2)c2ccccc2)cc1 (configuration not stated)	-0.3%	3.3%	-2.8%	-0.2%	-0.5%	7.2%	-1.2%	+	2.6*	3.9	78
C=CCNC(=S)N1CCC(C(N)=O)CC1	-1.2%	0.9%	-7.9%	-3.2%	2.8%	-0.4%	2.4%	i	0.2	0.0	56
O=C(NCC1CCCO1)c1nc(Cn2ccc([N+](=O)[O-])n2)no1 (configuration not stated)	63.1%	-3.1%	-16.9%	-10.6%	14.6%	-10.1%	3.9%	i	1.0	1.8	51
CC(CC(=O)NC(C)c1ccc2c(c1)OCCO2)c1ccccc1 (configuration not stated)	-0.1%	-2.9%	16.6%	-7.8%	-11.2%	2.6%	0.8%	i	2.0	0.8	58
C(=C\c1ccccc1)/CSc1nnc(-c2cnccn2)n1Cc1ccco1	12.8%	10.5%	-1.1%	-0.4%	8.9%	15.7%	-7.2%	i	1.4	0.3	29
Cc1ccc(N(C(C)C(=O)N2CCOCC2)S(C)(=O)=O)cc1C (configuration not stated)	-1.1%	-0.9%	-5.8%	-5.9%	4.8%	3.3%	-1.9%	i	0.1	2.6	42
COc1ccc(-c2cc(N3C(=O)Nc4ccccc4N3O)n[nH]2)cc1OC	1.2%	-1.5%	-4.1%	0.6%	-14.5%	-3.4%	7.2%	i	0.0	0.0	64
CCOC(=O)C1(CC2CC2)CCN(Cc2cn(C)c3ccccc23)CC1	-1.3%	-5.3%	14.1%	-3.2%	8.0%	26.0%	5.6%	i	0.6	-0.3	91
Cc1ccc(NC(=O)CSc2nsc(SCC(=O)Nc3ccc(C)cc3C)c2C#N)c(C)c1	0.2%	12.6%	23.4%	-8.2%	19.3%	12.3%	15.0%	i	0.2	-0.9	88
O=C(NCC(=O)N1CCN(c2ccccc2F)CC1)c1cccs1	-1.1%	7.4%	-7.7%	-6.5%	-6.1%	12.6%	4.6%	i	0.8	-0.2	65
COC(=O)c1ccccc1NC(=O)/C=C/c1cc(OC)c(OC)c(OC)c1	1.9%	1.4%	14.3%	-5.5%	0.1%	-16.3%	9.4%	i	0.8	0.5	68
Cc1ccc(C(=O)NCc2ccc3c(c2)OCO3)cc1C	-3.5%	2.2%	0.4%	-9.7%	-4.8%	6.0%	5.6%	i	1.6	-0.6	85
O=C(Oc1ccc(-c2nccc(-c3ccccn3)n2)cc1)c1cccc(C(F)(F)F)c1	1.5%	0.5%	6.6%	-3.1%	0.1%	4.1%	4.8%	i	0.7	3.4	60
Cc1ccc(C(=O)COC(=O)c2cccc(N3C(=O)c4c(C)nc5ccccc5c4C3=O)c2)cc1C	0.0%	-1.3%	4.4%	8.4%	2.7%	-1.9%	5.8%	i	0.2	1.6	56
CCCCCN(C(=O)NC(=O)Nc1ccccc1C)S(C)(=O)=O	10.0%	0.5%	-12.1%	-6.7%	-11.1%	8.9%	7.5%	i	6.0	-0.3	49
Cc1nc(N=C(N)N)nc2ccccc12	1.2%	0.9%	6.0%	-8.8%	-9.5%	-6.6%	11.7%	i	0.6	-0.1	73
O=C(O)c1ccc(N2C(=O)c3cccc(Oc4ccc(Cl)cc4)c3C2=O)cc1	2.1%	-4.4%	1.2%	-4.3%	-16.9%	18.1%	12.0%	i	0.4	1.2	92
COc1cccc(CN(C)C(=O)c2cc(-c3ccc(F)cc3)nc3ccccc23)c1	0.2%	2.8%	-14.0%	-1.7%	0.2%	1.0%	-1.0%	i	4.7	14.9	71
COc1ccccc1CCNC(=O)C(=O)NCC1OCCN1S(=O)(=O)c1ccc([N+](=O)[O-])cc1 (configuration not stated)	-1.0%	-8.2%	-5.0%	-12.1%	5.8%	-11.9%	12.4%	i	2.6	0.2	63
CCCCn1c(SCC(=O)Nc2ccc(OC)cc2)nc2ccc(N3CCOCC3)cc2c1=O	7.3%	-1.2%	-5.1%	2.7%	2.0%	-6.7%	9.8%	i	1.2	0.0	75
COc1ccc(Cl)cc1NC(=O)CN1CCc2ccccc2C1	2.1%	14.9%	4.0%	-5.4%	-1.4%	-6.2%	1.1%	i	0.3	3.1	53
CCN(CC)CCNC(=O)c1cc2c(s1)-c1ccccc1SC2	-1.5%	1.0%	1.5%	-8.6%	5.1%	15.9%	9.2%	i	0.4	-2.2	54
COc1cc(NC(=O)c2c(F)cccc2F)c(Cl)cc1Cl	-0.4%	4.6%	-2.9%	-3.6%	-6.2%	4.2%	x	i	0.1	1.1	91
C=CCN=c1scc(-c2ccc3c(c2)NC(=O)CO3)n1/N=C(\C)c1ccccn1	0.2%	8.0%	17.5%	-2.1%	-6.5%	1.9%	1.7%	x	x	x	x
CCOC(=O)c1cnn(-c2cc(C)nc3c(-c4ccccc4)c(C)nn23)c1N	-2.8%	2.7%	5.8%	5.7%	10.8%	5.0%	7.1%	i	0.7	2.7	69
CCCCCCn1c(NCC)nc2c1c(=O)n(C)c(=O)n2C	2.7%	-3.5%	8.1%	-7.4%	-1.6%	-5.0%	12.2%	i	1.2	-1.1	43
O=C(NNC(=O)C1CC1c1ccccc1)c1ccccc1[N+](=O)[O-] (configuration not stated)	2.5%	4.1%	-10.0%	-5.8%	-5.4%	7.0%	-0.4%	i	0.5	-0.4	76
O=C(c1ccc(N2CCOCC2)cc1)N1CCCC(Nc2ccccc2)C1 (configuration not stated)	1.4%	2.6%	7.2%	-9.2%	-6.0%	-10.0%	8.7%	i	0.8	-1.2	69
CC1(c2ccc3ccccc3c2)NC(=O)N(CC(=O)NCc2cccs2)C1=O (configuration not stated)	-2.1%	-0.1%	-10.4%	-10.5%	11.1%	3.3%	11.5%	i	0.3	-0.3	66
COc1cccc2c(=O)c(SC(F)(F)C(F)C(F)(F)F)c(C)[nH]c12 (configuration not stated)	4.4%	3.9%	-1.8%	-4.4%	1.1%	0.6%	8.4%	i	0.8	-1.0	57
CC(C)Cn1c(N)c(C(=O)COC(=O)CCNS(=O)(=O)c2ccccc2)c(=O)n(C)c1=O	x	x	x	x	0.5%	x	-0.9%	i	0.6	3.5	51
Cc1ccc(O)c(-c2cc(-c3ccc(F)cc3)no2)c1	-0.4%	-5.7%	4.8%	-8.6%	16.4%	-1.9%	3.9%	i	0.6	0.5	49

As a working copy, part of the list above.
SMILES	HIV peptide binding	Siah-1 displacement	GPR35 arrestin U2OS	LYP phosphatase	Salmonella PhoP GFP	GPR55 LPI antagonism	MgcRacGAP inhibition	Myeloid diff MLP	Myeloid diff MLP GFP+ MAC1+ %	NTR1 agonist	NTR1 agonist cell count 20 µM
COc1ccc(Cl)cc1NC(=O)CN1CCc2ccccc2C1	2.1%	14.9%	4.0%	-5.4%	-1.4%	-6.2%	1.1%	i	0.3	3.1	53
CCN(CC)CCNC(=O)c1cc2c(s1)-c1ccccc1SC2	-1.5%	1.0%	1.5%	-8.6%	5.1%	15.9%	9.2%	i	0.4	-2.2	54
COc1cc(NC(=O)c2c(F)cccc2F)c(Cl)cc1Cl	-0.4%	4.6%	-2.9%	-3.6%	-6.2%	4.2%	x	i	0.1	1.1	91
C=CCN=c1scc(-c2ccc3c(c2)NC(=O)CO3)n1/N=C(\C)c1ccccn1	0.2%	8.0%	17.5%	-2.1%	-6.5%	1.9%	1.7%	x	x	x	x

Carrying on.
SMILES	HIV peptide binding	Siah-1 displacement	GPR35 arrestin U2OS	LYP phosphatase	Salmonella PhoP GFP	GPR55 LPI antagonism	MgcRacGAP inhibition	Myeloid diff MLP	Myeloid diff MLP GFP+ MAC1+ %	NTR1 agonist	NTR1 agonist cell count 20 µM
Cc1nc(SCC(=O)Nc2nc3ccccc3s2)c(C#N)c(C)c1C	-2.1%	3.0%	6.1%	1.2%	-3.0%	6.1%	11.3%	i	0.4	0.4	92
COc1ccc(OCc2cc(C(=O)NC(C)c3cnn(C)c3)no2)c(Cl)c1 (configuration not stated)	-1.0%	12.1%	-2.4%	-7.3%	-2.9%	22.7%	8.3%	i	1.5	-0.2	74
O=C1CCCCN1CC(=O)N1CCCC(N2CCN(c3ccccc3F)CC2)C1 (configuration not stated)	0.1%	-4.0%	-1.1%	-9.5%	-1.1%	12.0%	5.9%	i	0.0	-1.1	60
COC(=O)[C@@H]1Cc2c([nH]c3ccccc23)C2CCC(=O)N21 (some centres not stated)	-0.4%	-5.6%	-11.8%	-8.2%	9.0%	0.8%	x	i	0.8	-1.8	89
COCCn1c(-c2ccc(NC(C)=O)cc2)nc2c1c(=O)[nH]c(=O)n2CC(C)C	-0.5%	-0.9%	-3.5%	-10.6%	-1.6%	-2.5%	5.1%	i	1.2	-1.1	32
O=C(CCc1nnc(-c2ccc3c(c2)OCO3)o1)NC(c1cccnc1)C(F)(F)F (configuration not stated)	-2.3%	2.5%	12.9%	-11.9%	0.1%	-6.4%	3.0%	i	0.8	0.7	35
Cc1ccc(C)c(CSCc2nc3ccccc3[nH]2)c1	-2.8%	-3.3%	6.1%	-5.0%	14.9%	1.5%	9.9%	i	0.2	2.3	103
CC(=O)N1CCc2cc(S(=O)(=O)CCC(=O)Nc3c(C)n(C)n(-c4ccccc4)c3=O)ccc21	-0.8%	-1.5%	0.6%	-8.5%	-8.4%	10.2%	9.0%	i	0.6	-1.1	65
COc1ccc(S(=O)(=O)NCc2ccccn2)c(C)c1C	1.6%	-1.2%	-1.4%	-7.5%	6.8%	3.9%	10.5%	i	0.4	2.7	60
CO/N=C/C(=N\Nc1ccccc1)C(=O)c1ccccc1	1.8%	2.7%	5.3%	1.5%	-6.6%	9.5%	3.6%	i	0.3	5.8	49
COc1ccccc1C1NC(=O)CCC1[N+](=O)[O-] (configuration not stated)	-1.2%	3.3%	11.7%	-8.4%	5.1%	4.5%	1.6%	i	0.2	-1.3	104
